Screening results as filed in PubChem BioAssay.
MPTP block = blocks calcium-induced mitochondrial swelling; isolated mouse mitochondria, Ca2+ swelling absorbance, 30 min; inhibition, % at 10 µM; actives 1.4% (n = 360,000);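 active = inhibition of 50% or more, scaled per plate between neutral and stimulator controls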;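 also: 0% = DMSO wells given calcium and 100% = 1 mM EGTA wells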
TIM10 inh = growth inhibitors of TIM10 yeast strain; S. cerevisiae TIM10 strain growth, BacTiter-Glo luminescence, 24 h; inhibition, % at 10 µM; actives 1.4% (n = 330,000);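 active = inhibition of 40% or more at the single tested concentration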;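 also: wild-type TIM10 isogenic control strain grown at permissive 25 °C; 0% = DMSO yeast wells and 100% = minimal medium wells without yeast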
NLRP3 yeast inh = NALP3 inhibition in yeast; Yeast reconstituted NLRP3/ASC/caspase-1, beta-gal luminescence, 24 h; inhibition, % at 10 µM; actives 0.39% (n = 330,000); AID 2825;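 active = inhibition of 50% or more; inactive = inhibition below 50%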;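 also: plate controls were induced DMSO wells for no effect and uninduced yeast grown without galactose for full effect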
GRIN3A LBD mod = modulates the human NR3A ligand-binding domain; actives 2.5% (n = 340,000); Tm shift relative to glycine control, % at 25 µM; NR3A LBD differential scanning fluorimetry, Tm shift; 0% = protein alone, 100% = glycine-bound protein;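 active = melting temperature shift of at least 10% of the positive control shift, at one fixed dose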
tim23-1 inh = inhibits growth of tim23-1 mutant yeast. S. cerevisiae tim23-1 growth, BacTiter-Glo luminescence, 24 h. inhibition, % at 20 µM. actives 1.3% (n = 330,000);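 active = growth inhibition of the mutant yeast at or above 50%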;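 also: temperature-sensitive mutant grown at 25 °C; plate controls were DMSO-treated mutant yeast for no effect and medium wells lacking yeast for full effect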
beta cell repl = induces beta-cell replication in MIN6 cells; MIN6 cells proliferation, ATPlite luminescence, 48 h; cells starved in 0.2% serum; 100% = growth in 10% serum; proliferation, % at 10 µM; actives 0.29% (n = 330,000);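 active = compounds whose signal lies at least 3.5 SD above the mean of all wells on their plate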;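 also: 0% = DMSO-treated cells in low-serum medium and 100% = 10% serum control; some compounds called inactive have numbers as strong as hits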
tim10-1 inh = inhibits growth of tim10-1 mutant yeast; S. cerevisiae tim10-1 ts strain growth, BacTiter-Glo, 24 h; inhibition, % at 20 µM; actives 2.2% (n = 330,000);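 active = inhibition of at least 40%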;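 also: mutant grown at 25 °C; 0% = DMSO wells with yeast and 100% = wells holding no yeast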
APJ agonist = agonists of human APJ apelin receptor; CHO-K1 APJ PathHunter beta-arrestin, luminescence; 0% DMSO wells, 100% apelin; P35414; actives 0.11% (n = 330,000); AID 2520; activation, % at 20 µM;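 active = activation more than six SD over the plate average, tested at 20 µM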;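 also: 0% = DMSO alone and 100% = apelin-13 at 10 nM; some results filed as inactive read as strong as hits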
Target sequence (P35414 whole entry, looked up): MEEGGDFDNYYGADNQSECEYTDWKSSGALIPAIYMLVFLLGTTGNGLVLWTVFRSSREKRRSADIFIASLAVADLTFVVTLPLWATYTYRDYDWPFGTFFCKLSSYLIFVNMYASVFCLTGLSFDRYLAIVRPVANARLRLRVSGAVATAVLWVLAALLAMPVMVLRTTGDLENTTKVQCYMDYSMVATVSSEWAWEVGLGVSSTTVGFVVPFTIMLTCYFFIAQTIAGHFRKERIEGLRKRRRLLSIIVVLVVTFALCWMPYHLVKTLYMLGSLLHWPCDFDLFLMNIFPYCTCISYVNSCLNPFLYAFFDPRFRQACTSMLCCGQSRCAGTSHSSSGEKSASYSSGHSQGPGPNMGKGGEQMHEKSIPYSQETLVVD
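Assay system – PathHunter CHO-K1 APJ (AGTRL-1) beta-arrestin reporter cells · Compound – one dose, 20 µM compound, 1% DMSO · Timing – compound 90 min 25 °C, reagent 1 h · Measured by – luminescence from split beta-galactosidase complementation, Galacton Star/Emerald II substrate · Measure – beta-arrestin recruitment to APJ as agonist activity, luminescent signal · Benchmarks – DMSO vs Apelin-13 10 nM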
APJ antagonist = blocks the human apelin receptor APJ. P35414. CHO-K1 APJ beta-arrestin complementation, luminescence. inhibition, % at 20 µM. actives 0.32% (n = 330,000). AID 2521;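 active = inhibition above about 40% at 20 µM, limit read from the data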;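 also: cells challenged with 10 nM apelin-13 agonist together with compound; plate controls were apelin-13 plus DMSO wells for no effect and DMSO wells lacking apelin-13 for full effect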
Numbers without * were called inactive. Rows were taken by chance. Share with any hit: about 7.2%.

SMILES	MPTP block	TIM10 inh	NLRP3 yeast inh	GRIN3A LBD mod	tim23-1 inh	beta cell repl	tim10-1 inh	APJ agonist	APJ antagonist
Cc1ccc2cc(CN(CC3CCCO3)S(=O)(=O)c3ccccc3)c3nnnn3c2c1 (centres undefined)	0.0	33	9	1	28	2	33	-5	1
Cc1cc(C)nc(NS(=O)(=O)c2ccc(N3Cc4ccccc4C3=O)cc2)n1	0.4	13	14	-5	8	-3	10	-1	5
CC1CCN(CC(O)COc2ccc(F)cc2)CC1 (centres undefined)	-2.8	-6	8	0	5	-7	25	-4	1
O=C(NCc1ccccn1)C1CCN(S(=O)(=O)c2ccccc2)CC1	-6.4	5	11	0	-9	-1	-8	0	5
O=C(CC1SC(=Nc2ccc(OC(F)F)cc2)N(CCN2CCOCC2)C1=O)Nc1ccc(F)cc1F (centres undefined)	-0.8	11	-5	-1	5	-1	0	-3	16
CCn1cc(C(=O)NCc2ccco2)c(=O)c2cc(S(=O)(=O)N3CCC(C)CC3)ccc21	4.0	-6	-8	-6	15	-4	3	-1	11
COc1ccc(CNC(=O)COC(=O)c2c[nH]c(=O)[nH]c2=O)cc1OC	-0.5	-4	21	-1	20	1	-1	1	-5
Cc1ccc(CNC(=O)c2ccc(N3CCC4(CC3)CC(c3ccccc3)=NO4)c(NC(=O)c3ccc(Cl)c([N+](=O)[O-])c3)c2)cc1	-0.2	0	14	-3	11	-3	16	-5	9
COc1ccc(C(CNC(=O)c2ccc3c(c2)C(=O)N(CCC(C)C)C3=O)N2CCOCC2)cc1 (centres undefined)	-0.8	17	13	-3	9	1	21	-6	15
C[C@@H]1CC=C[C@H]2[C@H]1C(=O)N(Cc1ccccc1)[C@H]2c1ccc(F)c(/C=C/c2ccccc2)c1	7.0	0	15	2	19	-9	8	-3	9

Shown in markdown: 3 of the compounds above
| structure | MPTP block | TIM10 inh | NLRP3 yeast inh | GRIN3A LBD mod | tim23-1 inh | beta cell repl | tim10-1 inh | APJ agonist | APJ antagonist |
| --- | --- | --- | --- | --- | --- | --- | --- | --- | --- |
| Cc1cc(C)nc(NS(=O)(=O)c2ccc(N3Cc4ccccc4C3=O)cc2)n1 | 0.4 | 13 | 14 | -5 | 8 | -3 | 10 | -1 | 5 |
| CC1CCN(CC(O)COc2ccc(F)cc2)CC1 (centres undefined) | -2.8 | -6 | 8 | 0 | 5 | -7 | 25 | -4 | 1 |
| O=C(NCc1ccccn1)C1CCN(S(=O)(=O)c2ccccc2)CC1 | -6.4 | 5 | 11 | 0 | -9 | -1 | -8 | 0 | 5 |

Next section.
SMILES	MPTP block	TIM10 inh	NLRP3 yeast inh	GRIN3A LBD mod	tim23-1 inh	beta cell repl	tim10-1 inh	APJ agonist	APJ antagonist
O=C(Nc1nc(-c2ccccc2)nc2ccccc12)c1ccc(F)cc1	-0.5	9	12	-2	-2	-4	12	-4	9
CC1CCc2c(sc(NC(=O)CCC(=O)O)c2C(=O)NC2CC2)C1 (centres undefined)	-2.1	3	17	3	0	-2	-9	-7	22
COc1ccc(CCC(=O)N2CCN(S(=O)(=O)c3ccc(OC)cc3)CC2)cc1	-1.1	-4	13	5	1	3	-1	-2	-8
CCOC(=O)c1c(NC(=O)C(=O)N/N=C/c2ccccc2O)sc2c1CCCCC2	-1.2	9	4	2	9	0	7	-1	20
Cc1noc(NS(=O)(=O)c2ccc(N/C=C\C(=O)c3ccc(F)cc3)cc2)c1C	-0.9	9	11	-12	4	-1	17	-3	-9
C=CCn1c(SCC)nc(O)cc1=O	-1.7	2	2	-1	4	-1	4	-1	0
CCCn1c2ccccc2c2cnn(CC(=O)NCCN(C)C)c(=O)c21	-0.6	5	9	1	4	-3	5	0	17
Cc1cc(=O)c2c(O)c(O)ccc2o1	0.3	5	7	2	3	-1	4	4	-3
COc1ccccc1NC(=S)NC(=O)c1ccc(-c2ccc(Cl)cc2)o1	4.9	9	8	-9	8	-2	17	-3	10
OCCN1CCN(CC(O)C(F)(F)F)CC1 (centres undefined)	-1.7	-9	10	-1	-4	0	-4	-3	-15

Reformatted: five of the compounds above
Each structure is followed by: MPTP block, TIM10 inh, NLRP3 yeast inh, GRIN3A LBD mod, tim23-1 inh, beta cell repl, tim10-1 inh, APJ agonist, APJ antagonist
> CCOC(=O)c1c(NC(=O)C(=O)N/N=C/c2ccccc2O)sc2c1CCCCC2
→ -1.2, 9, 4, 2, 9, 0, 7, -1, 20
> Cc1noc(NS(=O)(=O)c2ccc(N/C=C\C(=O)c3ccc(F)cc3)cc2)c1C
→ -0.9, 9, 11, -12, 4, -1, 17, -3, -9
> C=CCn1c(SCC)nc(O)cc1=O
→ -1.7, 2, 2, -1, 4, -1, 4, -1, 0
> CCCn1c2ccccc2c2cnn(CC(=O)NCCN(C)C)c(=O)c21
→ -0.6, 5, 9, 1, 4, -3, 5, 0, 17
> Cc1cc(=O)c2c(O)c(O)ccc2o1
→ 0.3, 5, 7, 2, 3, -1, 4, 4, -3

Going on with the list.
SMILES	MPTP block	TIM10 inh	NLRP3 yeast inh	GRIN3A LBD mod	tim23-1 inh	beta cell repl	tim10-1 inh	APJ agonist	APJ antagonist
COc1ccc(OC)c(NC(=O)COC(=O)/C=C/c2ccco2)c1	0.8	2	26	0	13	2	-11	-2	8
CCN(CC)Cc1c(C(=O)N/N=C/c2cccc(OCc3ccc(F)cc3)c2)nnn1-c1nonc1N	0.4	10	18	9	13	-1	13	0	-45
COc1cc(CC(NC(C)=O)C(=O)NC2CCN(S(=O)(=O)c3ccc(NC(C)=O)cc3)CC2)cc(OC)c1 (centres undefined)	0.2	-17	12	0	2	-4	8	-2	16
O=C(N/N=C/c1cccc(F)c1)NC1CCCCC1	3.2	20	0	1	28	-1	27	-1	-7
CCC1(c2ccccc2)NC(=O)N(CC(=O)Nc2cc(Cl)ccc2N2CCOCC2)C1=O (centres undefined)	-1.0	3	18	4	19	-1	11	12	0
O=C(NC1CCCCC1)c1sc(N2CCOCC2)nc1-c1ccccc1	1.8	22	19	-5	23	0	14	-3	1
COc1ccccc1NC(=O)CSc1nc2ccccc2cc1Cc1ccccc1	-1.2	-2	12	0	0	-3	-15	-1	-12
CC(NC(=O)c1cccc(S(=O)(=O)N2CCc3ccccc3C2)c1)c1ccco1 (centres undefined)	-1.5	2	23	4	4	-1	-2	-1	7
Cc1ccc(CCN2C(=O)CCC2(C)C(=O)NCc2cccnc2)cc1 (centres undefined)	-1.5	-11	3	-2	13	1	5	-2	15
COc1cccc(-n2nc(-c3ccnn3-c3ccccc3)c(=O)n(C)c2=O)c1	-1.1	5	8	-2	22	2	8	-1	16

Full records from above. Screens in order: MPTP block | TIM10 inh | NLRP3 yeast inh | GRIN3A LBD mod | tim23-1 inh | beta cell repl | tim10-1 inh | APJ agonist | APJ antagonist
COc1cccc(-n2nc(-c3ccnn3-c3ccccc3)c(=O)n(C)c2=O)c1 is listed with -1.1 | 5 | 8 | -2 | 22 | 2 | 8 | -1 | 16
CCN(CC)Cc1c(C(=O)N/N=C/c2cccc(OCc3ccc(F)cc3)c2)nnn1-c1nonc1N is listed with 0.4 | 10 | 18 | 9 | 13 | -1 | 13 | 0 | -45

(next part)
SMILES	MPTP block	TIM10 inh	NLRP3 yeast inh	GRIN3A LBD mod	tim23-1 inh	beta cell repl	tim10-1 inh	APJ agonist	APJ antagonist
Nc1nnc(SCC(=O)Nc2ccc(N3CCOCC3)c(Cl)c2)s1	-2.1	6	14	0	3	0	15	-3	-1
COc1cc(C=O)cc(Cl)c1OC(=O)N1CCOCC1	1.4	-6	12	1	21	-4	25	1	6
Oc1ccc(NC(=S)N=Nc2c(O)[nH]c3ccc(Br)cc23)cc1	1.4	11	26	8	25	-5	33	-5	16
Cc1ccc(-n2c(C3CC3c3ccc(Cl)cc3)n[nH]c2=S)cc1 (centres undefined)	0.2	28	32	-4	23	1	37	2	14
O=C(COc1ccc(S(=O)(=O)N2CCCC2)cc1)Nc1ccc2c(c1)OCCO2	-19	3	12	-3	20	-3	21	-3	19
COc1ccc(S(=O)(=O)Nc2cccc(N(C)S(C)(=O)=O)c2)cc1C	34	0	-1	3	2	-1	6	4	-10
CCOc1nc(Nc2ccc(OC)c(Cl)c2)nc(N2CCN(c3ccc(OC)cc3)CC2)n1	2.1	1	28	-4	14	-3	11	6	3
CC(C)CCNC(=O)C1CC(c2ccccc2[N+](=O)[O-])=NO1 (centres undefined)	-0.2	-1	22	-2	16	-1	13	8	-3
COc1ccc(N(CC(=O)Nc2cc(OC)ccc2OC)S(C)(=O)=O)cc1	0.3	-16	18	5	8	-2	18	-2	-3
COc1ccccc1CNS(=O)(=O)c1c(C(=O)N2CCCC2)c(C)n(C)c1C	-0.4	-2	3	1	-8	-2	9	-3	-34
CC1=CC(=O)C=C(C)C1=NOc1ccccc1[N+](=O)[O-]	1.0	72*	2	-13	66*	0	78*	9	-45
COc1ccc(-c2nnc(SCC(=O)Nc3cc(C)on3)o2)cc1	-0.9	3	14	1	-12	1	-16	-3	2
COc1cc(OC)cc(C(=O)NCc2nc(-c3ccccc3)no2)c1	1.3	91*	23	-10	5	1	-2	-1	8
N/C(=N\S(=O)(=O)c1cc(C(F)(F)F)cc(C(F)(F)F)c1)c1ccc(Cl)cc1	83*	35	15	19*	47	-4	46*	2	-18
O=C(CSc1nc(-c2ccco2)cc(C(F)(F)F)n1)Nc1ccc2c(c1)CCC2	2.2	7	6	2	8	-2	3	-7	7
Cc1cccc(OCCNS(=O)(=O)c2ccc(Cl)cc2)c1	-1.6	-12	33	-2	40	-1	18	-2	-7
O=C(Nc1cccnc1)c1cc(F)cc(F)c1	-2.8	-10	8	1	14	-2	4	0	14
COc1cc(O)c(C(CCN2CCOCC2)c2cc(OC)c(OC)c(OC)c2)c(OC)c1 (centres undefined)	1.3	-10	10	0	3	-5	-6	-1	1
C/C=C/C(=O)OCC(=O)Nc1cc(OC)c([N+](=O)[O-])cc1C	2.9	12	8	1	4	1	15	-3	-2
Cc1c(Cc2ccccc2)c(=O)oc2cc(OCC(=O)c3ccccc3)ccc12	3.5	-10	15	-9	-10	0	12	-1	7
COc1cccc2c1Oc1ncccc1N(C(=O)CCC(=O)NCc1ccc(F)cc1)C2	-0.9	4	1	5	-4	-4	-11	7	0
CCn1cc(C(=O)N2CCOCC2)c(=O)c2cc(S(=O)(=O)N(C)C)ccc21	-1.4	12	5	0	11	3	-1	-1	-8
C/C(=N\NC(=O)c1ccc(Cn2cc([N+](=O)[O-])cn2)o1)c1cccc(NC(=O)C(C)C)c1	1.5	8	3	-1	12	0	-8	-1	-4
O=C(NC(CSSCC(NC(=O)c1ccccc1)C(=O)O)C(=O)O)c1ccccc1 (centres undefined)	-0.8	0	8	2	-1	-2	-22	-4	6
Cc1ccc(NC(=O)CCNC(=O)c2ccc([N+](=O)[O-])cc2)cc1S(=O)(=O)N1CCOCC1	-1.6	15	17	3	9	0	11	1	-45
O=C(COC(=O)c1ccc(Cl)c(S(=O)(=O)N2CCCCC2)c1)NCC1CCCO1 (centres undefined)	-0.8	12	11	-1	-1	4	-7	-4	3
COc1ccc(NC(=O)CN(C)C(=O)CNC(=O)c2ccc3ccccc3c2)cc1	-0.3	-9	26	0	-1	1	-9	-6	5
COc1ccccc1OCC(=O)NNC(=O)Nc1ccc(Cl)cc1	0.5	-16	12	1	19	0	12	0	0
N=C(N)SCC1=CCS(=O)(=O)C1	1.6	1	2	-1	-6	-1	-11	0	3
